# Glioma ERSR ind: qHTS for Inducers of the Endoplasmic Reticulum Stress Response (ERSR) in Human Glioma: qHTS. U87-MG GRP78 promoter luciferase reporter, 16 h. Potency, µM, for inactives: top-dose activation, most hits filed as activators. 420,000 compounds, 0.02% hits; also: potency is read from the fitted curve at half-maximal effect; series mostly up to about 76 µM; % of control where 0% means no effect; nearly all actives have a fitted effect of over 35% in size
#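 ERSR induction read as luciferase luminescence (Bright-Glo, 10 min at room temperature) in stably transfected human U87-MG glioma cells exposed to compounds for 16 h, using GRP78 as sensor.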
# Vif-APOBEC3G blk: qHTS for Inhibitors of Vif-A3G Interactions: qHTS; Potency, µM (highest dose often 46.1 µM), for inactives: top-dose activity, negative = active, actives largely listed as inhibitors; HeLa A3G-eYFP + Vif (tagged APOBEC3G with the HIV-1 protein that degrades it), YFP fluorescence, overnight; 410,000 compounds, 0.076% hits;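 also: potency is read from the fitted curve at half-maximal effect; % is scaled to controls: 0 for no effect and ±100 for the full control effect; nearly all actives have a fitted effect of over 60% in size; hits raise eYFP signal because A3G escapes Vif-driven loss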
# Target sequence (Q9HC16 whole entry, looked up): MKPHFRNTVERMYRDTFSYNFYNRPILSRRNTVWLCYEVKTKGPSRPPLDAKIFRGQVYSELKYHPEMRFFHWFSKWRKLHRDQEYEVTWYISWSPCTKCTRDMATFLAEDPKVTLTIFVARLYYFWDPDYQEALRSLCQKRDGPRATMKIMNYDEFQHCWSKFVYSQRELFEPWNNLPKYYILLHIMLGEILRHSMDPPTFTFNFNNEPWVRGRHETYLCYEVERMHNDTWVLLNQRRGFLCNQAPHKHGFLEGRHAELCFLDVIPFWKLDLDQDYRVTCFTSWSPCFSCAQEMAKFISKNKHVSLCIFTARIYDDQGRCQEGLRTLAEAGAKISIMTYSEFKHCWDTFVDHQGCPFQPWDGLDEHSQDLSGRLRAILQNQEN
#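 HeLa cells stably expressing Vif and C-terminally eYFP-tagged A3G, seeded overnight at 37 deg C, then exposed to compound by pintool overnight at 37 deg C. Rise in yellow fluorescence (Ex 488/Em 500-530, Acumen) marks blocked Vif-driven A3G degradation.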
# Vif-APOBEC3F blk: qHTS for Inhibitors of Vif-A3F Interactions: qHTS | Potency, µM (titrated, usually from 46.1 µM), for inactives: at the top dose activity, negative = active | HeLa A3F-eYFP + Vif (tagged APOBEC3F with the HIV-1 protein that degrades it), YFP fluorescence increase | 390,000 compounds, 0.2% hits | AID 602313, 2012; also: potency is read from the fitted curve at half-maximal effect; % of control where 0% means no effect; nearly all actives have a fitted effect of over 65% in size
#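 Fluorescence increase (Ex 488/Em 500-530) after overnight compound treatment at 37 deg C flags inhibition of Vif-driven A3F-eYFP loss in stable HeLa A3F-eYFP/Vif cells seeded overnight beforehand.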
# RGS4 inh: Inhibitors of Regulator of G Protein Signaling (RGS) 4: qHTS; Regulator of G-protein signaling 4 (Homo sapiens), P49798; Transcreener GDP fluorescence polarization, RGS4-accelerated GTP hydrolysis; Potency, µM (titrated, usually from 114 µM), for inactives: at the highest dose activity change, negative = inhibition, usual class: inhibitors; 390,000 compounds, 0.039% hits; AID 504845, 2011; also: potency is read from the fitted curve at half-maximal effect; % is scaled to controls: 0 for no effect and ±100 for the full control effect; nearly all actives have a fitted effect of over 75% in size; some results filed as inactive show a strong effect at the top dose
# Target sequence (P49798 whole entry, looked up): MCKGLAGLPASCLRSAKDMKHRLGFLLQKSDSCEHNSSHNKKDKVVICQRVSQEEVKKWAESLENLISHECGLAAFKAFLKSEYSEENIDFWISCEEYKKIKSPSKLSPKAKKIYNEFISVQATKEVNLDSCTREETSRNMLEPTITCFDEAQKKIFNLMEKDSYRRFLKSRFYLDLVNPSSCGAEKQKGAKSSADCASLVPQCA
#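 MLSMR compounds (23 nl, pin-transferred) preincubated 10 min at room temperature with a 500nM (2x) first reagent, then RGS4 at 900nM (2x) plus Transcreener GDP mix added; fluorescence polarization (620/688 nm) read before and after 90 min at 30 °C.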
# rTrxR1 inhibitor: qHTS Assay for Inhibitors of Mammalian Selenoprotein Thioredoxin Reductase 1 (TrxR1): qHTS | Potency, µM (doses to about 114 µM), inactives show at the highest dose activity change, negative = inhibition, actives largely listed as inhibitors | Thioredoxin reductase 1, cytoplasmic (Rattus norvegicus), O89049 | 390,000 compounds, 1% hits | recombinant rTrxR1, NADPH fluorescence consumption, selenite substrate; also: potency is read from the fitted curve at half-maximal effect; % is scaled to controls: 0 for no effect and ±100 for the full control effect; nearly all actives have a fitted effect of over 65% in size
#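 Rat TrxR1 (90 nM in the dispensed reagent) was pre-reduced with 400 uM NADPH for 5 min at room temperature, then incubated with compound for 15 min. After 400 uM selenite was added, NADPH fluorescence (Ex 340/Em 450 nm) was followed for 8 min.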
# LDHA block: qHTS assay for inhibitors of human lactate dehydrogenase; purified LDHA, NADH/diaphorase-resazurin fluorescence; active compounds read low; activity change, % (values are at about 110 or 230 µM); 480,000 compounds, 0.15% hits; AID 1347041, 2019; in the data active = activity change below about -30%; inconclusive = mostly about -25% to -30%;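 also: plate controls were DMSO wells for no effect and wells without enzyme for full effect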
#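 LDH5 2 nM; NADH 0.06 mM, pyruvate 0.2 mM; 200 mM Tris pH 7.4, EDTA, Tween-20; 5 min RT. Detection: diaphorase 0.133 mg/mL + resazurin 37 µM, fluorescence ex540/em590 at 0 and 20 min; normalized to enzyme-free and DMSO wells.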
# TrxR1 substrate: qHTS Assay for Substrates of Mammalian Selenoprotein Thioredoxin Reductase 1 (TrxR1): qHTS | Thioredoxin reductase 1, cytoplasmic (Rattus norvegicus), O89049 | purified TrxR1 substrate turnover, NADPH consumption readout | Potency, µM (doses to about 114 µM), inactives show top-dose activity change, negative = substrate turnover | 390,000 compounds, 0.01% hits; also: potency is read from the fitted curve at half-maximal effect; % is scaled to controls: 0 for no effect and ±100 for the full control effect; nearly all actives have a fitted effect of over 50% in size
#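 Rat TrxR1, dispensed at 90 nM, was prereduced with 400 uM NADPH (final) for 5 min at ~22 deg C, then incubated with compound 15 min before 400 uM selenite. A first-read NADPH fluorescence drop versus no-compound background flagged substrates.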
# mIDH1 inhibitor: qHTS for Inhibitors of mutant isocitrate dehydrogenase 1 (IDH1): qHTS; Potency, µM (doses to about 76.6 µM), inactives show at the highest dose activity change, negative = inhibition, most hits filed as inhibitors; IDH1-R132H enzyme, NADPH consumption, diaphorase/resazurin fluorescence; AID 602179, 2012; 390,000 compounds, 0.093% hits; Isocitrate dehydrogenase [NADP] cytoplasmic (Homo sapiens), O75874; also: potency is read from the fitted curve at half-maximal effect; % is scaled to controls: 0 for no effect and ±100 for the full control effect; nearly all actives have a fitted effect of over 65% in size
# Target sequence (O75874 whole entry R132H, stated change not applied): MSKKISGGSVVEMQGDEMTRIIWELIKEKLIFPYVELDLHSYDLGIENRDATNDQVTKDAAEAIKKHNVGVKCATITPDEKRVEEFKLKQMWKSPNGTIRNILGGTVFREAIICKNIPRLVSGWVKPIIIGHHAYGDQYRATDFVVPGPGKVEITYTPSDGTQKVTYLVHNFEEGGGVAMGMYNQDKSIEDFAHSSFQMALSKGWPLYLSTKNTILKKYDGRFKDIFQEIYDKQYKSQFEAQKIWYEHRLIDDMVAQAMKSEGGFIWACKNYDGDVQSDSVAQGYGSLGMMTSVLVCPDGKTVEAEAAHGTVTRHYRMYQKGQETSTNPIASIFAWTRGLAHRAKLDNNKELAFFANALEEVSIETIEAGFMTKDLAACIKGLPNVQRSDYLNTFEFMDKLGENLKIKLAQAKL
#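 IDH1-R132H (0.5 ug/mL dispensed) in pH 7.5 Tris buffer was preincubated 30 min with compound, then given a substrate mix of 0.016 mM NADPH and 2 mM alpha-KG for 80 min at room temperature; remaining NADPH was read by diaphorase/resazurin fluorescence.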
# USP1 inh: Inhibitors of USP1/UAF1: Primary Screen; Ubiquitin carboxyl-terminal hydrolase 1 (Homo sapiens), O94782; recombinant USP1/UAF1, Ub-Rhodamine cleavage fluorescence; Potency, µM (series often up to 57.1 µM), inactives show at the highest dose activity change, negative = inhibition, most hits filed as inhibitors; 390,000 compounds, 0.23% hits; also: potency is read from the fitted curve at half-maximal effect; % is scaled to controls: 0 for no effect and ±100 for the full control effect; nearly all actives have a fitted effect of over 60% in size; inactives centre near -12
#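 High-throughput fluorogenic screen: 1nM USP1/UAF1 complex, Ub-Rho substrate 150nM final, 50mM HEPES pH 7.8 with 0.5mM EDTA, 0.1 mg/ml BSA, 1mM TCEP and 0.01% Tween-20.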
# Numbers without * were called inactive; ? = inconclusive; / = no result given; & = joins results of further samples; [ ] = another dose, or the depositor's remark. Unless noted, calls follow the shape of the dose curve; as a rule, active = well fitted curve in the direction sought with a large enough effect; inconclusive = small, poorly fitted or top-dose-only effect, or another doubt; inactive = no such curve, though single readings can be large; an effect the other way counts as inactive or inconclusive. A portion of the library. The share of hits here may be higher or lower than overall.
SMILES,Glioma ERSR ind,Vif-APOBEC3G blk,Vif-APOBEC3F blk,RGS4 inh,rTrxR1 inhibitor,LDHA block,TrxR1 substrate,mIDH1 inhibitor,USP1 inh
Cc1ccc(S(=O)(=O)/N=C2/NC(=O)/C(=C\c3cc(Br)cc(Br)c3O)S2)cc1,5%,-10%,?,?,-24%,-12,-12%,-9%,?
CC(=O)N=c1sccn1CC(O)c1ccc(Br)cc1 (stereo unspecified),5%,0%,4%,-5%,7%[57.1 µM],-12,12%[0.0914 µM],-6%,-9%
CC(=O)N1CCCc2cc(S(=O)(=O)N(C)CC(=O)Nc3ccc(Cl)cc3C)ccc21,-3%,-1%,2%,17%,2%[57.1 µM],0,-4%[57.1 µM],2%,?
CCOC(=O)Cn1nc(C)c(NC(=O)COc2ccc(C)c(C)c2)c1C,2%,0%,-19%,5%&-2%,25%&10%,-6&-2,11%&-4%,5%,-24%&10%
COc1ccc(-c2sc(Nc3ccccc3)n[n+]2-c2ccc(F)cc2)c(C)c1C,-4%,2%,-29%,-23%,-2%[57.1 µM],-2,-8%[57.1 µM],22%,-19%
CCOc1ccc(/C=C2/C(=O)N(c3ccc(OC)cc3)C(=S)N2CC(=O)OC)cc1OCC,-9%,1%,-26%,-5%,-20%,-2,-20%,7%,/
CCOC(=O)N1CCN(C(=O)c2cn(CC)c3ccc(S(=O)(=O)N(C)C4CCCCC4)cc3c2=O)CC1,0%,1%,2%,9%,8%,-2,-7%,6%,1%
COc1ccc(NS(=O)(=O)c2cc(NC(=O)C3CCCO3)ccc2N2CCCCC2)cc1 (stereo unspecified),-1%,-23%,0%,-44%,26%[57.1 µM],2,-1%[57.1 µM],2%,-12%
CCn1c(SCC(=O)N2CCOCC2)nnc1C(C)NC(=O)c1ccccc1 (stereo unspecified),-1%,0%,-6%,0%,24%,-2,0%,0%,-13%
CC(C)Oc1ccc(C(=O)Nc2cccc3cccnc23)cc1,2%,1%,-1%,-16%[56.9 µM],27%,-4&1,0%,6%,-18%
C[C@H](CO)N1C[C@H](C)[C@@H](CN(C)C(=O)NC2CCCCC2)Oc2c(NC(=O)Nc3ccccc3)cccc2C1=O,-1%,1%,0%,4%,12%[57.1 µM],1,-6%[57.1 µM],3%,-13%
Clc1ccc(COc2ccccn2)cc1Cl,-6%,-9%,0%,24%,2%[57.1 µM],-1,8%[57.1 µM],6%,-3%
Nc1nonc1C(=O)N/N=C/c1cc(Br)ccc1O,2%,0%,-21%,-33%,19%[57.1 µM],1,9%[57.1 µM],-4%,?
CC1CCCCN1C(=S)NCc1ccccc1 (stereo unspecified),1%,0%,2%,8%,-4%,-5,-5%,-2%,1%
Cn1c(=O)n(CC(=O)Nc2ccc(F)cc2)c2ccccc21,-6%,1%,-5%,12%,-6%[57.1 µM],-7,5%[57.1 µM],0%,-13%
CCC1(C)NC(=O)N(CC(=O)Nc2sc3c(c2C(N)=O)CCC3)C1=O (stereo unspecified),-2%,1%,1%,-18%,?,13,0%,4%,-12%
c1csc(-c2nc(N3CCOCC3)c3ccccc3n2)c1,-4%,-3%,-19%,12%,17%,-6,3%,0%,-16%
CCOc1ccc(CCNC(=O)COC(=O)/C=C/c2ccc(OC)c(OC)c2)cc1OCC,-2%,-1%,-7%,-17%,14%,-2,-4%,-8%,-13%
S=c1nc[nH]c2nc[nH]c12,-1%&1%&-5%,-11%&-14%,-26%&-13%,?,?,-7&-9,-8%&0%,15%&-9%,-28%&-24%
CCCCn1c(-c2ccc(OC(F)F)cc2)nc2c1c(=O)[nH]c(=O)n2CC(C)C,-4%,-4%,5%,3%,13%,0,10%,-5%,-28%
COC(=O)C(O)(CC(=O)Nc1ccc(Cl)cc1Cl)C(F)(F)F (stereo unspecified),-3%,0%,3%,-4%,15%,0,-7%,-2%,0%
CC1=C(C#N)C(NC(=O)C(C)(C)C)(C(F)(F)F)C(=O)N1 (stereo unspecified),0%,0%,-5%,12%,-10%,0,-3%,2%,-20%
CN(C(=O)c1cccs1)C1(C)CCS(=O)(=O)C1 (stereo unspecified),2%,3%,-6%,8%,28%,-17,-1%,-3%,-4%
Cc1ccc(N(Cc2cc3ccccc3[nH]c2=O)S(=O)(=O)c2ccccc2)cc1,-3%,-2%,1%,-7%,20%,-2,6%,0%,-18%
CC[C@]12C(=O)N(C)C[C@H]([C@@H]3C(=O)N(C)C(=O)[C@@H]31)N2C(=O)c1ccc(C)cc1,-4%,-1%,-3%,-4%,18%[57.1 µM],-3,37%,-5%,-23%
Cn1cc(S(=O)(=O)CC(=O)N2CCCc3ccccc32)c2ccccc21,-2%,0%,8%,5%,20%[57.1 µM],5,6%[57.1 µM],8%,-15%
Cc1ccc2nc3c(c(Nc4ccccc4)c2c1)CCC3,-6%,-1%,7%,-1%,-1%[57.1 µM],4&-11,-5%[57.1 µM],-20%,-6%
Cc1ccc(OCCNCc2ccccc2)c(C)c1,-1%,-2%,-2%,-31%,-28%,-15,-10%,8%,?
NC(=O)CSc1ccc(-c2ccc(F)cc2)nn1,-1%,-4%,2%,-51%,3%[57.1 µM],-3,4%,5%,-5%
CCSCCOC(=O)C1=C(C)NC(=O)NC1c1ccc2c(c1)OCO2 (stereo unspecified),-1%,-1%,-2%,-5%,12%,3,4%,-4%,-25%
COc1ccccc1-n1c(SCC(=O)N2CCCC2)nc2cccnc21,11%,0%,4%,-40%,-9%,0,-8%,5%,-16%
C(=N\Nc1nc(-c2ccccc2)cs1)/c1ccncc1,3%,-5%,1%,-27%,32%[11.4 µM],2,10%[11.4 µM],4%,-3%
CCOc1ccccc1N1CCN(C(=S)NCc2ccc(Cl)cc2)CC1,6%,5%,2%,7%,15%,0,-3%,-3%,-22%
Cc1ccc(CNS(=O)(=O)c2ccc3c(c2)n(C)c(=O)c(=O)n3C)cc1,-3%,6%,2%,14%,8%,1,7%,-1%,-6%
C/C(=C\C(=O)N1CCc2ccccc21)C(=O)O,-4%,-6%,-6%,26%[11.4 µM],15%[57.1 µM],-5,-12%,7%,-3%
O=C(CSc1nnc(COc2ccccc2)o1)Nc1ccc(F)cc1,-3%,2%,-23%,10%,20%[57.1 µM],-3,5%[57.1 µM],0%,-18%
Cc1ccccc1SCC(=O)Nc1cc(S(=O)(=O)N2CCOCC2)ccc1N1CCOCC1,-3%,0%,-7%,-24%,17%,-3,2%,0%,-17%
CCCCn1c(CNC(=O)Cc2ccccc2)nc2ccccc21,-5%,-4%,3%,-6%,7%[57.1 µM],-9,7%[57.1 µM],1%,-17%
CC(C)(C)n1nnnc1C(c1ccc(C(F)(F)F)cc1)N(Cc1ccc(F)cc1)Cc1ccco1 (stereo unspecified),-10%,0%,-1%,-23%,3%,-2,-6%,1%,-16%
COc1ccc(/C=N/c2oc(-c3ccccc3)cc2C#N)cc1OC,11%,-4%,-26%,-17%,-44%,4,82%,1%,2%
COCCNc1nc(-c2cc(-c3ccc(Cl)cc3)on2)cc(C(C)C)n1,-2%,-5%,2%,1%,18%,1,12%,-30%,-29%
CCOc1ccc(NC(=O)CN(C)CC(=O)NC2CCCc3ccccc32)cc1OCC (stereo unspecified),-4%,-1%,/,12%,-1%,-2,1%,6%,-21%
C/C(=N\NC(=S)NCc1ccccc1)c1ccccc1,8%,1%,?,7%,16%,-8,0%,0%,-25%
CCNC(=O)CON=C1c2ccccc2-c2ccccc21,-2%,1%,3%,1%,11%[57.1 µM],-2,-6%[57.1 µM],8%,-20%
Fc1ccccc1CSc1nc2ncc(Br)cc2[nH]1,-3%,-1%,0%,3%,17%[57.1 µM],-3,12%[57.1 µM],4%,-29%
Cc1ccc(C)c(-c2nnc(NC(=O)Cc3ccccc3)o2)c1,-1%,5%,-21%,7%,21%,0,4%,5%,-16%
Cc1ccc(CNc2nc3ccccc3n2C)cc1,-7%,1%,1%,8%,0%,-6,2%,-5%,-13%
Cc1cc(C)n(C(=O)/C=C/c2cccs2)n1,-1%,-10%,-3%,8%,-4%,-12,-6%,4%,-33%

# Screens: PubChem BioAssay, National Center for Advancing Translational Sciences (NCATS)
